Source: PubChem BioAssay
NCI-60 one-dose screen, 48 h, at 10 µM unless noted. Numbers give growth in % (100 = growth as untreated, 0 = no growth, -100 = all killed).
786-0 = 786-0 renal cancer cells; 81,000 compounds, 5.1% hits; AID 1794775
ACHN = ACHN renal cancer; 81,000 compounds, 4.9% hits; AID 1794771
SN12C = SN12C renal cancer cells; 81,000 compounds, 3.8% hits
IGROV1 = IGROV1 ovarian cancer; 79,000 compounds, 4.7% hits
UO-31 = UO-31 renal cancer. 81,000 compounds, 5.2% hits
SK-OV-3 = SK-OV-3 ovarian cancer cells | 80,000 compounds, 3.2% hits | AID 1794785
RXF 393 = RXF 393 renal cancer cells. 77,000 compounds, 6.9% hits. AID 1794773
TK-10 = TK-10 renal cancer cells; 81,000 compounds, 3.9% hits
* = called active by the depositor; . = not tested or not shown; & = joins results of further samples. The calls were made as follows: active = growth percent below 10; inactive = the rest.

Order of results – SK-OV-3 | ACHN | TK-10 | UO-31 | 786-0 | RXF 393 | IGROV1 | SN12C
Cc1nc2ccccc2n1CC1C(=O)CC(C)(C)CC1=O
    102 | 110 | 102 | 85 | 104 | 108 | 104 | 99
O=C(Nc1ccc(OS(=O)(=O)c2ccc(F)cc2)cc1)C1CCCCC1
    104 | 101 | 97 | 77 | 100 | 95 | 105 | 94
CC(C)(C(=O)O)c1ccccc1
    103&98 | 99&92 | 107&100 | 72&85 | 96&101 | 95&127 | 98&108 | 100&97
Clc1cc(Cl)cc(N2N=C(c3ccccc3)CC2c2sc(Cl)nc2Cl)c1 (centres undefined)
    96 | 96 | 109 | 76 | 102 | 109 | 93 | 94
CC(=O)c1ccc(NC(=O)c2ccc(-n3c(=O)[nH]c4ccccc4c3=O)cc2)cc1
    91 | 97 | 135 | 93 | 104 | 93 | 107 | 100
CCCCCCCCCCCCCCSSCCCCCCCCCCCCCC
    99 | 107 | 105 | 91 | 95 | 114 | 108 | 104
O=C(N=Nc1c(O)[nH]c2ccc(Br)cc12)c1cc2ccccc2[nH]1
    108 | 82 | 103 | 68 | 108 | 102 | 75 | 94
Cc1ccc(CCC2CCCC2C2CC2)cc1C (centres undefined)
    109 | 109 | 97 | 88 | 84 | 95 | 106 | 116
O=C1/C(=C/C2=Cc3ccccc3OC2)SC(=S)N1c1ccc(F)cc1
    108 | 76 | . | 86 | 96 | 106 | 96 | 93
CC(=O)NCC(=O)c1ccc([N+](=O)[O-])cc1
    108 | 103 | . | 80 | 103 | . | 107 | 105
CN(C)/C(N)=N/N=C(\c1ccccc1)c1ccccn1
    113 | 96 | 95 | 84 | 100 | 99 | 94 | 99
C=C(C)[C@@H]1CC[C@]2(C(=O)Nc3ccc(S(=O)(=O)c4ccc(NCCCN)cc4)cc3)CC[C@]3(C)[C@H](CC[C@@H]4[C@@]5(C)CC[C@H](O)C(C)(C)[C@@H]5CC[C@]43C)[C@@H]12
    109 | 103 | 114 | 84 | 101 | 116 | 97 | 98
O=C(Nc1cccc(C(F)(F)F)c1)Nc1ccc2oc(=O)ccc2c1
    89 | 88 | 117 | 72 | 103 | 82 | 101 | 93
C=C[C@@H]1CCC/C=C/[C@@H]2C[C@H](O)C[C@H]2[C@H](O)/C=C/C(=O)O1
    21 | . | 16 | 6.1* | -13* | -5.1* | 12 | 13
COc1ccc2c(c1)oc1c(C)c3c(c(C)c12)C(=O)N(O)C3=O
    111 | 107 | 114 | 93 | 93 | 114 | 100 | 96
CCc1ccc(-c2cc(-c3ccc(C)cc3)n(-c3ccc(S(N)(=O)=O)cc3)n2)cc1
    93 | 93 | 98 | 67 | 97 | 95 | 72 | 91
C/C(=N\NC(=S)Nc1ccc(Br)cc1)c1cc2ccccc2oc1=O
    26 | 15 | 42 | 19 | 5.2* | -24* | 25 | 35
CC(C)c1ccc2c(N)c(C(=O)Nc3cccc(C(F)(F)F)c3)sc2n1
    87 | 76 | 97 | 78 | 68 | 42 | 108 | 76
CN1CCN(Cc2ccc(NC(=O)c3cncc(C#Cc4ncc5ncccn45)c3)cc2C(F)(F)F)CC1
    85 | 98 | 135 | 105 | 120 | 97 | 103 | 97
CC1(C2OCCO2)OCCO1
    100 | 106 | 111 | 83 | 100 | 107 | 108 | 108
CCOC(=O)C1=C(c2ccccc2)NC(=O)NC1CN1C(=O)c2ccccc2C1=O (centres undefined)
    113 | 111 | 111 | 102 | 102 | 116 | 98 | 107
O=S(=O)(NCCNc1nccc(-c2cn(-c3ccccc3)nc2-c2ccc(Cl)c(O)c2)n1)c1cccc(F)c1
    108 | 106 | 107 | 102 | 95 | 99 | 110 | 93
COc1ccc(C2NCCc3c2[nH]c2ccccc32)cc1CN1CCN(c2ccc(F)cc2)CC1 (centres undefined)
    89 | 65 | 57 | 2.1* | 51 | -9.5* | . | 56
O=C(N/N=C/c1ccc(Cl)cc1Cl)c1ccccc1SSc1ccccc1C(=O)N/N=C/c1ccc(Cl)cc1Cl
    99 | 100 | 108 | 91 | 111 | 101 | 103 | 99
O=C(CCN1CCOCC1)c1ccccc1
    108&97 | 112&107 | 100&102 | 94&99 | 111&102 | 96&100 | 104&118 | 109
COc1ccccc1NCc1nnc(-c2ccc(Cl)cc2)o1
    91 | 103 | 118 | 73 | 107 | 110 | 94 | 96
COc1ccc(/C=N\NC(=O)c2ccc3nc(-c4ccc(Cl)cc4)[nH]c3c2)cc1
    72 | 22 | 39 | 82 | 3.1* | 44 | 15 | 6.2*
COc1ccc(/C=C2\SC(=O)N(/N=C/c3ccc(OC)cc3)C2=O)cc1
    109 | 101 | 110 | 79 | 100 | 117 | 105 | 104
CCOC(=O)CSC1=NC(c2cccc([N+](=O)[O-])c2)c2sc3ccc(Cl)cc3c2N1 (centres undefined)
    92 | 93 | 116 | 56 | 102 | 113 | 78 | 97
COC(=O)Oc1nn(C(=O)OC)c(=O)c2ccccc12
    118 | 107 | 107 | 90 | 100 | 95 | 112 | 106
O=C(OCC1OC(Oc2ccccc2CO)C(O)C(O)C1O)c1ccccc1 (centres undefined)
    107 | 107 | 110 | 100 | 125 | 129 | 113 | 100
O=C1c2c(c(=O)[nH]c3ccccc23)C2CCCN1C2 (centres undefined)
    116 | 119 | 112 | 99 | 111 | 128 | 91 | 116
CC/C(=C(/c1ccc(Cl)cc1)c1ccc(OCCN(C)C)cc1)c1ccc(OC)cc1
    102 | 92 | 104 | 81 | 91 | 87 | 106 | 93
CSc1nc2c(c(=O)n1C)CN(Cc1ccccc1)C(=O)CN2
    99 | 96 | . | 78 | 92 | 75 | 98 | 98
NC(=O)C(CCN1CCCCC1)c1ccccc1 (centres undefined)
    109 | 109 | 105 | 91 | 105 | 93 | 120 | 106
Nc1ccccc1NS(=O)(=O)c1ccc(Cl)cc1
    105 | 95 | 91 | 84 | 98 | 115 | 98 | 103
COc1cc2ncnc(Nc3ccc(S(=O)(=O)Nc4cc(C)on4)cc3)c2cc1OCCCN1CCOCC1
    95 | 106 | 95 | 88 | 107 | 102 | 108 | 104
COc1cc(/C=C/c2cccnc2Nc2ccc(F)cc2)cc(OC)c1OC
    103 | 46 | 98 | 74 | 73 | 100 | 83 | 69
CC1CC(c2ccccc2)C(=O)CN1C (centres undefined)
    110 | 112 | 113 | 106 | 102 | 112 | 133 | 107
CCCCOC(=O)N1CCCCC1CC (centres undefined)
    109 | 97 | 114 | 99 | 105 | 110 | 114 | 110
O=C(O)C(c1ccccc1)C1CCCCC1O (centres undefined)
    100 | 104 | 110 | 77 | 105 | 116 | 96 | 105
O=C(c1cccc(N2CCOCC2)n1)c1c[nH]c2ccccc12
    164 | 86 | 120 | 67 | 99 | 99 | 70 | 90
O=C1/C(=C/c2ccccc2)SC(=S)N1CCc1ccc(O)cc1
    85 | 94 | 100 | 65 | 89 | 101 | 82 | 91
[2H]C([2H])([2H])Oc1cccc(/C=C/C(=O)/C=C(/C=C/c2cccc(OC([2H])([2H])[2H])c2OC([2H])([2H])[2H])OB(F)F)c1OC([2H])([2H])[2H]
    105 | 52 | 100 | 52 | 85 | 121 | 73 | 74
CC(=N\O)/C(=N/O)c1ccccc1
    108 | 107 | 106 | 94 | 94 | 101 | 112 | 102
O=C1Nc2ccc(F)cc2/C1=N/c1nnc(Sc2ccc3[nH]ccc3c2)s1
    99 | 97 | 105 | 79 | 97 | 106 | 94 | 104
Nc1ccccc1-c1ccc([N+](=O)[O-])cc1
    91 | 46 | 73 | 43 | 47 | 111 | 56 | 60
COc1cc(-c2cn(-c3ccc(-n4cc(-c5ccc(Cl)cc5)[nH]c4=O)cc3)c(=O)[nH]2)cc(OC)c1OC
    109 | 97 | 124 | 120 | 108 | 112 | 120 | 103
COc1ccc(C(=O)OC(c2cc3c(cc2Br)OCO3)C(C)Br)cc1 (centres undefined)
    87 | 96 | 70 | 71 | 92 | 102 | 75 | 97
O=c1[nH]c2c(cc1S(=O)(=O)c1ccccc1)CCc1c-2cnn1-c1ccc(Cl)cc1
    105 | 101 | 102 | 87 | 92 | 93 | 106 | 102
CN(C)c1ccc(/C=N/Nc2nnc3n2N=C(c2ccc(Cl)cc2)CS3)cc1
    108 | 100 | 93 | 75 | 88 | 70 | 84 | 95
C=C1C(=O)O[C@H]2[C@H]1CC/C(Cn1cc(-c3ccccc3)nn1)=C\CC[C@@]1(C)O[C@@H]21
    107 | -41* | -72* | -75* | -78* | -74* | 6.5* | 6.6*
CC1(C(=O)OCc2ccccc2)C(=O)C2=C(CCCC2)N1c1ccc([N+](=O)[O-])cc1 (centres undefined)
    94 | 86 | 100 | 74 | 95 | 100 | 86 | 99
c1ccc(Cn2nc(-c3ccccc3)c3c2CCc2cnoc2-3)cc1
    109 | 100 | 115 | 89 | 91 | . | 116 | 96
Cn1cnc([N+](=O)[O-])c1S(=O)(=O)Oc1cccc2ccccc12
    96 | 4.3* | 96 | -31* | 63 | 20 | 37 | 79
CC(=O)Oc1ccccc1Cl
    100 | 108 | . | 101 | 103 | 106 | 122 | 104
N#CCC(=O)NCc1nc2ccccc2[nH]1
    107 | 93 | 147 | 67 | 105 | 111 | 57 | 90
Cc1[nH]c(C2CC(c3cccs3)=NN2c2ccc(Cl)cc2)c(C)c1C(=O)O (centres undefined)
    115 | 103 | 150 | 83 | 101 | 86 | 94 | 103
O=C1c2ccccc2C(=O)N1Br
    92 | 99 | 98 | 88 | 111 | 109 | 112 | 98
CCCCNCC(=O)Nc1ccc(C)c(Cl)c1
    94 | . | 83 | 85 | 75 | 118 | 102 | 107

Additional structures follow:
Order of results – SK-OV-3 | ACHN | TK-10 | UO-31 | 786-0 | RXF 393 | IGROV1 | SN12C
CCCCCCCCCCCCCCCCCCNC(=S)N/N=C/c1cc(I)c(O)c(OC)c1
    112 | 101 | 114 | 66 | 106 | 115 | 83 | 104
COC(=O)[C@]1(C)N[C@H](c2cn(-c3ccccc3)nc2-c2ccccc2)[C@@H]2C(=O)N(c3ccc(OC)cc3)C(=O)[C@@H]21
    95 | 90 | 100 | 82 | 96 | 119 | 97 | 102
CCOC(=O)c1csc(N)n1
    98&101 | 104&102 | 97&111 | 92&88 | 100&101 | 100 | 109&56 | 105&100
O=C(CSc1nnc(-c2ccc(-c3nc4ccccc4[nH]3)cc2)o1)Nc1ccc(C(=O)/C=C/c2ccc(Cl)cc2)cc1
    99 | 104 | 102 | 82 | 101 | 87 | 87 | 95
Cn1cc(CC2CC(=O)N(c3ccccc3)C2=O)sc1=Nc1ccccc1 (centres undefined)
    101 | 99 | 101 | 69 | 99 | 105 | 89 | 103
Cc1ccc(NC(=O)c2sc3nc4c(cc3c2N)C(=O)CCC4)cc1C
    4.9* | 52 | 60 | 57 | 37 | . | 24 | 53
COc1ccc(/C=C/c2nc(Nc3ccc(S(=O)(=O)N=C(N)N)cc3)c3ccccc3n2)cc1
    100 | 88 | 95 | 86 | 96 | 108 | 97 | 100
C(/C=C/c1ccccc1)=C1c2ccccc2-c2ccccc21
    105 | 89 | 93 | 69 | 105 | 109 | 70 | 86
CC(C)CC1NC(=O)C(CC(C)C)N(CO)C1=O (centres undefined)
    102 | 108 | 98 | 85 | 102 | 111 | 106 | 99
CCCN1[C@@H]2CC[C@H]1/C(=C\c1ccc(OC)cc1OC)C1=C2[C@@H](c2ccc(OC)cc2OC)C(C#N)=C(N)O1
    79 | 74 | 75 | 28 | 71 | 61 | 55 | 55
N#Cc1cc(C#N)nc(Cl)n1
    108 | 99 | 115 | 82 | 103 | 119 | 111 | 92
COc1ccc(C(=O)/C=C/c2c(F)cccc2Cl)cc1S(N)(=O)=O
    27 | -14* | 27 | 0.6* | 0.4* | -44* | 22 | 13
COc1cc2ccc(-c3ccc4ccccc4n3)cc2cc1OC
    107 | 99 | 99 | 87 | 98 | 109 | 106 | 100
C#CCOc1ccc(/C=C2/SC(=O)NC2=O)cc1OC
    110 | 104 | 111 | 78 | 92 | 113 | 106 | 101

A draw from above in order of formula weight, smallest number first:
Order of results – SK-OV-3 | ACHN | TK-10 | UO-31 | 786-0 | RXF 393 | IGROV1 | SN12C
CC(C)CC1NC(=O)C(CC(C)C)N(CO)C1=O (centres undefined)
    102 | 108 | 98 | 85 | 102 | 111 | 106 | 99
Cc1ccc(NC(=O)c2sc3nc4c(cc3c2N)C(=O)CCC4)cc1C
    4.9* | 52 | 60 | 57 | 37 | . | 24 | 53
COc1ccc(C(=O)/C=C/c2c(F)cccc2Cl)cc1S(N)(=O)=O
    27 | -14* | 27 | 0.6* | 0.4* | -44* | 22 | 13
Cn1cc(CC2CC(=O)N(c3ccccc3)C2=O)sc1=Nc1ccccc1 (centres undefined)
    101 | 99 | 101 | 69 | 99 | 105 | 89 | 103
COc1ccc(/C=C/c2nc(Nc3ccc(S(=O)(=O)N=C(N)N)cc3)c3ccccc3n2)cc1
    100 | 88 | 95 | 86 | 96 | 108 | 97 | 100
CCCN1[C@@H]2CC[C@H]1/C(=C\c1ccc(OC)cc1OC)C1=C2[C@@H](c2ccc(OC)cc2OC)C(C#N)=C(N)O1
    79 | 74 | 75 | 28 | 71 | 61 | 55 | 55
COC(=O)[C@]1(C)N[C@H](c2cn(-c3ccccc3)nc2-c2ccccc2)[C@@H]2C(=O)N(c3ccc(OC)cc3)C(=O)[C@@H]21
    95 | 90 | 100 | 82 | 96 | 119 | 97 | 102
O=C(CSc1nnc(-c2ccc(-c3nc4ccccc4[nH]3)cc2)o1)Nc1ccc(C(=O)/C=C/c2ccc(Cl)cc2)cc1
    99 | 104 | 102 | 82 | 101 | 87 | 87 | 95
CCCCCCCCCCCCCCCCCCNC(=S)N/N=C/c1cc(I)c(O)c(OC)c1
    112 | 101 | 114 | 66 | 106 | 115 | 83 | 104
